Source: PubChem BioAssay
RPL19A TOR yeast = alters RPL19A-GFP fluorescence in TOR pathway yeast screen | S. cerevisiae RPL19A-GFP strain, flow cytometry, 3 h; active compounds read low | percent response vs DMSO, % at 10 µM | 330,000 compounds, 0.3% hits | AID 2025;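 active means percent response vs DMSO below 50%; inconclusive means fewer than 70 events counted for the yeast strain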;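 further: median channel GFP fluorescence of the barcoded RPL19A-GFP strain; ratio of sample median GFP to plate DMSO average so 100% = DMSO; lower means less RPL19A-GFP as with rapamycin TOR inhibition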
CIT2 TOR yeast = modulators of TOR pathway CIT2-GFP in S. cerevisiae | S. cerevisiae CIT2-GFP strain, flow cytometry, 3 h; 100 means same as DMSO wells | GFP response vs DMSO, % at 10 µM | 320,000 compounds, 0.065% hits;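 active means GFP response relative to DMSO above a set limit, near the screen mean plus 3 SD, cut at about 150% in these data; inconclusive means Fewer than 70 cells measured for a yeast strain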;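 further: ratio of well median GFP fluorescence to mean of DMSO wells on the plate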
GRK2 inh = inhibitors of human GRK2 displacing RNA aptamer; bead flow cytometry, FAM-aptamer displacement from GRK2; 330,000 compounds, 0.59% hits; inhibition of aptamer binding, % at 10 µM;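 active means inhibition of aptamer binding above 40%, roughly 3 SD of noise, on plates passing a quality check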;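 further: median bead fluorescence of bound FAM aptamer so fluorescent compounds give negative values; no value below 0 was filed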
MEP2-GFP yeast = alters MEP2-GFP fluorescence in TOR pathway yeast screen; AID 2016; GFP response vs DMSO, % at 10 µM; S. cerevisiae MEP2-GFP strain, flow cytometry GFP, 3 h; 100% = DMSO control level; 330,000 compounds, 0.51% hits;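 active means GFP response versus DMSO above a set limit, roughly screen mean plus 3 SD, cut at about 180% in these data; inconclusive means fewer than 70 cells counted for a yeast strain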;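 further: median GFP fluorescence of the barcode-gated MEP2-GFP cells per well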
VLA-4 inh = inhibition in a human VLA-4 binding assay; inhibition, % (about 7 µM as worked out from the volumes in the protocol); AID 2557; 330,000 compounds, 0.2% hits; VLA-4 expressing cells, ligand binding flow cytometry; in the data active means inhibition above about 50%
Target sequence (P13612 whole entry, looked up): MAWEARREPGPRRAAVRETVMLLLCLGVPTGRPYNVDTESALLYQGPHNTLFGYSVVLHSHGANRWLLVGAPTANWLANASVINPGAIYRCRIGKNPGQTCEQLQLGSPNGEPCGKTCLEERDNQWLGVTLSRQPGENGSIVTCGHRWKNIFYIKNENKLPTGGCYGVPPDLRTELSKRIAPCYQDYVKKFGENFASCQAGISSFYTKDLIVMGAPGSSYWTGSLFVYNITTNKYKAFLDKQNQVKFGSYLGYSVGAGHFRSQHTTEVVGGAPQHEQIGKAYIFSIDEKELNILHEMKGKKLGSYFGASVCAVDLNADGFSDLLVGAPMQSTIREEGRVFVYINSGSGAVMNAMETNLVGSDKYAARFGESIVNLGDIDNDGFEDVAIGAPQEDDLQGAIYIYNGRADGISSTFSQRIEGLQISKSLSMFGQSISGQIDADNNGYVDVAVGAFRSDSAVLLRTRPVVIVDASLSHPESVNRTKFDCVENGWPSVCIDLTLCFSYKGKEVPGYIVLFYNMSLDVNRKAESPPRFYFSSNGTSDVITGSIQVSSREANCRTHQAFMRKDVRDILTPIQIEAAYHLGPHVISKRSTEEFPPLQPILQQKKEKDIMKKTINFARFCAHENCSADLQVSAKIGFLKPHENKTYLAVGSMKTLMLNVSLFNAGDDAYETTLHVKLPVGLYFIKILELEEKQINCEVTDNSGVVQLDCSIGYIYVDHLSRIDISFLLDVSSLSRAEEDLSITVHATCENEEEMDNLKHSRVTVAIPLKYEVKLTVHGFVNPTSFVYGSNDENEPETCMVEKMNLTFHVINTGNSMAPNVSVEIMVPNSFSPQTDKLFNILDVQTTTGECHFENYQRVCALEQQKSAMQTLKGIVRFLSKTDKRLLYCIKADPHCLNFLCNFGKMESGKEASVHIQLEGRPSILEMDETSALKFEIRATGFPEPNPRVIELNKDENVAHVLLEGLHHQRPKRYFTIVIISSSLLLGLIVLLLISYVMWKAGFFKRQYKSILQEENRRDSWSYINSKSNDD
CR mimetic SO = yeast age-related superoxide inhibition as caloric restriction mimetic; S. cerevisiae aged cells, superoxide DHE fluorescence; active compounds read low; superoxide response (% of plate mean), % at 10 µM; 330,000 compounds, 0.18% hits;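 active means superoxide response under a set limit, about three screen SD below normal, cut at about 65% in these data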;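 further: yeast aged for seven days with compound at 30 °C before DHE staining; 100% = average MFI of all compound-treated wells on the plate with controls excluded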
AGP1 TOR yeast = yeast TOR pathway AGP1-GFP modulation. 320,000 compounds, 0.02% hits. AID 2066. GFP response vs DMSO, % at 10 µM. S. cerevisiae AGP1-GFP multiplex flow cytometry, 3 h; GFP as percent of DMSO wells;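 active means GFP response relative to DMSO above a set limit, near screen average plus 3 SD, cut at about 150% in these data; inconclusive means fewer than 70 cells counted for the yeast strain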;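 further: median GFP channel fluorescence of the gated AGP1 strain per well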
LAP4-GFP MLPCN = yeast TOR pathway LAP4-GFP modulation; S. cerevisiae LAP4-GFP multiplex, flow cytometry GFP, 3 h; median GFP as percent of DMSO wells; GFP response vs DMSO, % at 10 µM; 320,000 compounds, 0.34% hits;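 active means GFP response vs DMSO above a set limit, about the screen mean plus 3 SD, cut at about 150% in these data; inconclusive means under 70 cell events counted for the yeast strain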
* marks the source's active call; other numbers are inactive results; ? = inconclusive; / = not tested or not shown; [ ] = another dose, or the depositor's remark.

SMILES | RPL19A TOR yeast | CIT2 TOR yeast | GRK2 inh | MEP2-GFP yeast | VLA-4 inh | CR mimetic SO | AGP1 TOR yeast | LAP4-GFP MLPCN
NS(=O)(=O)c1ccc(NCc2cc(Cl)ccc2OCc2ccc(F)cc2)cc1 | 107.3 | 104.4 | 0.0 | 110.4 | -1.0 | 88.1 | 108.7 | 103.0
COc1ccc(N2CC(C(=O)Nc3nc4ccc(S(C)(=O)=O)cc4s3)CC2=O)cc1 (stereo unspecified) | 99.0 | 103.2 | 0.0 | 98.9 | -11.3 | 110.4 | 109.7 | 103.7
O=S(=O)(c1ccccc1C(F)(F)F)N1CCOCC1 | 95.0 | 99.8 | 0.0 | 104.5 | -14.6 | 107.6 | 104.5 | 93.9
Cc1cccc(-n2ncc3c(Nc4ccc(F)cc4)ncnc32)c1 | 99.7 | 95.5 | 0.0 | 103.9 | 27.2 | 100.7 | 101.5 | 115.0
CCc1ccc2c(c1)[C@H]1OCC[C@H]1[C@@H](c1cccs1)N2 | 99.0 | 95.1 | 0.0 | 88.0 | -16.7 | 106.4 | 88.3 | 94.3
c1csc(C2Nc3cccc4cccc(c34)N2)c1 | 97.1 | 88.1 | 0.0 | 102.6 | 6.2 | 124.8 | 99.6 | 106.4
COc1cc(OC)c(OC)cc1CN1CCN(Cc2cccc(F)c2)CC1 | 105.6 | 100.6 | 0.0 | 104.7 | 5.9 | 92.6 | 99.2 | 92.4
CC1CCCCC1NC(=O)COC(=O)CN1C(=O)c2ccccc2C1=O (stereo unspecified) | 95.3 | 95.5 | 3.0 | 96.1 | 13.2 | 84.2 | 99.1 | 96.5
O=C(CN1CCN(C(=O)c2ccccc2)CC1)Nc1cc(S(=O)(=O)N2CCCC2)ccc1Cl | 98.2 | 95.0 | 0.0 | 98.7 | 23.2 | 111.5 | 100.9 | 102.3
Cc1c(C)[n+](=O)c(-c2ccc(F)cc2)c(C)n1[O-] | 97.5 | 90.9 | 1.0 | 94.3 | 13.3 | 103.4 | 102.4 | 107.3
COc1ccc(C(=O)c2ccccc2)c2c(O)ccc(C(=O)c3ccccc3)c12 | 100.7 | 103.2 | 0.0 | 112.6 | 4.5 | 101.7 | 108.4 | 100.8
Cn1c(SCC(=O)N2c3ccccc3Sc3ccccc32)nnc1-c1ccco1 | 99.0 | 108.4 | 0.0 | 109.6 | 5.1 | 110.2 | 105.7 | 105.3
CCCOc1nnnn1-c1ccccc1 | 98.6 | 92.8 | 0.0 | 93.5 | 6.3 | 99.6 | 90.6 | 94.3
O=C(OCC(=O)c1cccs1)c1ccccc1 | 100.5 | 99.7 | 0.0 | 102.8 | 3.3 | 98.2 | 99.4 | 99.9
CC(C)CN(C(=O)COC(=O)C(C)N1C(=O)c2ccccc2C1=O)c1c(N)n(Cc2ccccc2)c(=O)[nH]c1=O (stereo unspecified) | 101.0 | 96.3 | 1.0 | 104.8 | 1.6 | 100.2 | 105.9 | 114.0
CC1CCCC(C)N1NC(=O)c1ccc(Cl)c(S(N)(=O)=O)c1 (stereo unspecified) | 91.0 | 100.3 | 3.0 | 84.0 | -9.3 | 101.7 | 77.4 | 94.9
NC(=O)CC(NC(=O)Cc1cccc2ccccc12)c1ccc(NCCc2ccc(F)cc2)c([N+](=O)[O-])c1 (stereo unspecified) | 101.9 | 96.5 | 0.0 | 97.3 | -2.0 | 100.7 | 90.5 | 105.5
CCOC(=O)c1ccc(NC(=O)CSc2nc3sc(C(=O)O)c(C)c3c(=O)[nH]2)cc1 | 92.7 | 95.8 | 2.0 | 100.6 | 12.8 | 105.8 | 100.4 | 95.6
O=C(CCC(=O)Nc1ccc(F)cc1)N/N=C/c1ccccc1 | 103.1 | 97.5 | 2.0 | 95.2 | 7.7 | 96.0 | 99.4 | 100.0
CC(=O)c1ccc(N(C(=O)CNC(=O)c2ccco2)C(C(=O)NC2CCCC2)c2ccncc2)cc1 (stereo unspecified) | 103.1 | 113.6 | 0.0 | 101.3 | 4.6 | 91.5 | 109.6 | 98.0
CCCCn1nnnc1SCC(=O)Nc1ccc(N(C)C)cc1 | 101.6 | 99.4 | 0.0 | 99.7 | 19.7 | 95.8 | 103.8 | 97.2
CC(NC(=O)c1nn(C)c2c1CS(=O)(=O)c1ccccc1-2)c1ccccc1 (stereo unspecified) | 96.3 | 102.8 | 0.0 | 92.6 | -2.3 | 126.6 | 102.7 | 103.0
O=C(O)c1ccc(/C=C(\c2nc3ccccc3[nH]2)c2nc3ccccc3s2)cc1 | 77.4[may fluoresce violet] | ? | 0.0 | 223.5*[may fluoresce violet] | 3.9 | 101.3 | 28.4[may fluoresce violet] | 107.5[may fluoresce violet]
CN(Cc1ccccc1)c1nc2c(c(=O)n(C)c(=O)n2C)n1CCSc1ncccn1 | 97.2 | 93.7 | 0.0 | 97.0 | 0.0 | 96.7 | 94.1 | 102.9
COc1ccc(NC(=O)CCCNC(=O)Cn2cnc3sc4c(c3c2=O)CCCC4)c(OC)c1 | 99.2 | 99.3 | 0.0 | 99.6 | -15.2 | 98.3 | 100.4 | 91.8
Further compounds
SMILES | RPL19A TOR yeast | CIT2 TOR yeast | GRK2 inh | MEP2-GFP yeast | VLA-4 inh | CR mimetic SO | AGP1 TOR yeast | LAP4-GFP MLPCN
O=[N+]([O-])c1cc(S(=O)(=O)N2CCOCC2)ccc1OCc1cccc(Cl)c1 | 99.5 | 91.9 | 0.0 | 99.1 | 10.4 | 108.2 | 102.1 | 108.3
CCN(Cc1ccccc1)C(=O)c1ccc2c(=O)n3c(nc2c1)CCC3 | 104.9 | 106.5 | 0.0 | 103.1 | -5.2 | 98.9 | 117.2 | 108.6
Cc1nn(-c2ccccc2)c(Cl)c1/C=N/NC(=O)c1ccccc1F | 103.3 | 98.3 | 4.0 | 112.2 | 3.5 | 89.4 | 95.5 | 115.0
COCC(C)NC(=O)c1ccc(CN2CCc3ccccc3C2)cc1 (stereo unspecified) | 107.6 | 105.7 | 0.0 | 105.3 | -5.6 | 97.9 | 103.4 | 88.2
O=C(Nc1ccccc1N1CCOCC1)c1cccc(NS(=O)(=O)c2ccc(F)c(F)c2)c1 | 98.5 | 89.2 | 0.0 | 99.6 | -1.8 | 96.7 | 93.4 | 94.1
CC(C)COC(=O)C(C)Nc1n[nH]c(=S)[nH]c1=O (stereo unspecified) | 92.5 | 94.8 | 2.0 | 94.4 | 2.9 | 89.3 | 98.5 | 100.7
Cc1cccc(-c2nnc(SCCC(=O)N3CCOCC3)o2)c1 | 99.4 | 99.8 | 2.0 | 100.0 | -1.2 | 116.7 | 99.1 | 94.9
Cc1nn(Cc2ccccc2)c(C)c1C(=O)OCC(=O)c1cc(C)n(C2CC2)c1C | 100.3 | 104.8 | 0.0 | 110.1 | 1.4 | 81.5 | 105.3 | 109.2
Cc1ccc(C)n1-c1cccc(NC(=O)c2ccccc2)c1 | 93.7 | 95.9 | 0.0 | 111.3 | -8.8 | 102.3 | 105.8 | 126.2
COc1ccccc1CNCc1cc(OC)c(OC)cc1OC | 99.5 | / | 0.0 | 98.5 | -2.7 | 84.5 | 101.4 | 92.3
Cc1c(Cl)cccc1N(CC(=O)O)S(C)(=O)=O | 95.7 | 93.1 | 0.0 | 93.4 | -3.7 | 90.3 | 94.6 | 94.5
Cc1nnsc1-c1nnc(SCC(=O)c2ccccc2)n1C1CC1 | 95.6 | 100.6 | 0.0 | 86.2 | 1.9 | 106.2 | 105.0 | 103.4
CC(C)CCNC(=O)C1CC(c2ccccc2C(F)(F)F)=NO1 (stereo unspecified) | 102.8 | 107.1 | 2.0 | 87.6 | 2.6 | 102.5 | 87.9 | 99.7
CCCS(=O)(=O)c1nc(S(=O)(=O)c2ccc(C)cc2)c(NCc2ccccn2)s1 | 93.9 | 87.2 | 0.0 | 93.2 | -2.4 | 98.8 | 90.7 | 91.2
COc1ccc(C(=O)Oc2ccc(C(C)=O)cc2)c(OC)c1 | 98.8 | 80.3 | 1.0 | 92.1 | 19.6 | 114.2 | 86.0 | 91.8
O=C(O)CN1C(=O)CC(Cc2ccccc2)C1=O (stereo unspecified) | 99.0 | 103.4 | 3.0 | 110.0 | -9.8 | 105.2 | 105.9 | 93.5
NC[C@H](Cc1ccccc1)NCCc1cc(C(F)(F)F)cc(C(F)(F)F)c1 | 91.4 | 91.8 | 1.0 | 94.1 | -3.6 | 80.3 | 94.3 | 92.0
CCCn1c(NCCO)nc2ccccc21 | 108.1 | 63.8 | 1.0 | 90.5 | 18.0 | 95.9 | 71.7 | 93.8
COc1ccc(C(=O)C(Sc2nnc(C)c(=O)[nH]2)c2ccc(OC)cc2)cc1 (stereo unspecified) | 97.4 | 101.3 | 0.0 | 97.3 | 9.4 | 98.5 | 102.9 | 94.6
O=C(C1=C[C@@H](C2CC2)C[C@@H](OCCCCO)O1)N1CCN(Cc2ccccc2)CC1 | 104.4 | 99.4 | 3.0 | 103.4 | -7.0 | 103.9 | 98.6 | 112.2
Cc1cc(OCC(=O)NCCc2ccc(Cl)cc2)c2c(C)cc(=O)oc2c1 | 105.3 | 110.6 | 0.0 | 113.0 | -0.2 | 81.1 | 111.7 | 104.0
O=C(Cn1nc(Br)nc1Br)c1ccccc1 | 102.0 | 102.1 | 0.0 | 100.7 | -2.9 | 56.5* | 104.1 | 92.0
Cc1cc(C)c(C(=O)NC2CC(C)(C)Cc3c2cnn3-c2ccccc2)o1 (stereo unspecified) | 102.1 | 105.9 | 0.0 | 98.8 | -2.4 | 117.5 | 103.3 | 92.0
COc1ccc(C2/C(=C(/O)c3ccc4c(c3)CC(C)O4)C(=O)C(=O)N2Cc2ccncc2)cc1 (stereo unspecified) | 100.4 | 96.8 | 0.0 | 105.3 | 7.8 | 93.7 | 95.2 | 93.6
O=C(N/N=C/c1ccco1)c1cc2ccccc2o1 | 99.3 | 109.5 | 4.0 | 117.2 | -0.4 | 87.5 | 94.0 | 103.4
Additional compounds
SMILES | RPL19A TOR yeast | CIT2 TOR yeast | GRK2 inh | MEP2-GFP yeast | VLA-4 inh | CR mimetic SO | AGP1 TOR yeast | LAP4-GFP MLPCN
O=C1c2ccccc2S(=O)(=O)N1CC(O)COc1ccc(Br)cc1 (stereo unspecified) | 92.0 | 99.3 | 0.0 | 94.7 | 5.0 | 107.4 | 92.3 | 96.0
Cc1ccccc1NC(=O)c1ccccc1N(C)S(=O)(=O)c1ccccc1 | 98.1 | 102.1 | 1.0 | 104.7 | -4.4 | 109.2 | 107.5 | 108.0
Cc1noc(C)c1COC(=O)C1CCN(S(=O)(=O)c2c(Cl)cccc2Cl)CC1 | 95.3 | 92.4 | 6.0 | 99.7 | -4.1 | 87.5 | 104.7 | 105.0
Cc1ccc(C2CC(c3cccs3)n3nc(N)nc3N2)cc1 (stereo unspecified) | 98.8 | 98.9 | 3.0 | 106.1 | 4.4 | 100.6 | 86.1 | 96.9
O=C(NCc1ccccc1)c1ccc(NC(=O)C2CCCO2)cc1 (stereo unspecified) | 102.6 | 101.9 | 0.0 | 98.7 | 13.1 | 88.5 | 100.6 | 98.9
CCOC(=O)c1ccc2ncc(C(=O)OCC)c(Nc3ccc(N4CCOCC4)cc3)c2c1 | 99.0 | 98.7 | 3.0 | 102.1 | -0.9 | 92.7 | 91.3 | 90.3

Exported with two lines to a compound: entries from further up.
Under each structure: RPL19A TOR yeast | CIT2 TOR yeast | GRK2 inh | MEP2-GFP yeast | VLA-4 inh | CR mimetic SO | AGP1 TOR yeast | LAP4-GFP MLPCN
O=C1c2ccccc2S(=O)(=O)N1CC(O)COc1ccc(Br)cc1 (stereo unspecified)
    92.0 | 99.3 | 0.0 | 94.7 | 5.0 | 107.4 | 92.3 | 96.0
O=C(NCc1ccccc1)c1ccc(NC(=O)C2CCCO2)cc1 (stereo unspecified)
    102.6 | 101.9 | 0.0 | 98.7 | 13.1 | 88.5 | 100.6 | 98.9
